Screening results as filed in PubChem BioAssay.
TGFb inhibitor: blocks TGF-b signaling. HepG2 CAGA-GFP TGF-b/SMAD3 reporter, GFP fluorescence, 18 h; TGF-beta stimulated, 500 pg/mL final. Potency, µM (titrated, usually from 46.1 µM), without a hit: at the top dose activity, negative = inhibition, actives largely listed as inhibitors. hit rate 1.2% among 410,000. AID 588855; note: potency is the fitted concentration of half-maximal effect; % is set by controls: 0 for no effect and ±100 for the full control effect; nearly all actives have a fitted effect of over 65% in size
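HEPG2 CAGA-GFP reporter cells (1000/well, DMEM with 1% FBS) received compounds, then recombinant TGF-beta at 500 pg/mL final for 18 hours at 37 degrees C. Per-cell GFP summed per well was normalised to unstimulated and stimulated DMSO controls before curve fitting.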
CCT chaperon mod: changes cytosolic chaperonin activity; purified chaperonin ATPase assay, HTRF ADP detection, 30 min; activity change, % (test concentration not listed), hits read low; hit rate 0.3% among 360,000; AID 651819; in the data active = activity change below about -30%; note: % is set by controls: 0 for no effect and ±100 for the full control effect
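ATPase activity: ADP formed was measured by HTRF Transcreener (665/615 nm ratio) after 30 min at 37 deg C with 10 uM ATP. Compounds screened at one 76 uM concentration against 40 or 20 nM TRiC in Tris pH 7.4/KCl/MgCl2/DTT buffer.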
Mm-Cpn inhibitor: M. maripaludis TRiC chaperonin inhibition; hit rate 0.031% among 330,000; Potency, µM (top dose mostly 76.9 µM), without a hit: top-dose activity, negative = inhibition, most hits filed as inhibitors; purified Mm-Cpn ATPase, ADP Transcreener TR-FRET; note: potency is the fitted concentration of half-maximal effect; % is set by controls: 0 for no effect and ±100 for the full control effect; nearly all actives have a fitted effect of over 80% in size
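TR-FRET (320 nm excitation; 590 and 665 nm emission) reports ADP made from 10 uM ATP by 25 nM enzyme; compounds were preincubated 10 min, reaction run 30 min, both at 37°C.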
EPAC2 antagonist: EPAC2 (human) antagonism. Q8WZA2. EPAC2 GEF exchange of Rap1B-BODIPY-GDP, fluorescence. Potency, µM (titrated, usually from 114 µM), for the others: at the highest dose activity, negative = inhibition, usual class: inhibitors. hit rate 0.18% among 360,000. AID 720708; note: potency is the fitted concentration of half-maximal effect; % is set by controls: 0 for no effect and ±100 for the full control effect; nearly all actives have a fitted effect of over 45% in size; many of its hits are not listed in these tables
Target sequence (Q8WZA2 whole entry, looked up): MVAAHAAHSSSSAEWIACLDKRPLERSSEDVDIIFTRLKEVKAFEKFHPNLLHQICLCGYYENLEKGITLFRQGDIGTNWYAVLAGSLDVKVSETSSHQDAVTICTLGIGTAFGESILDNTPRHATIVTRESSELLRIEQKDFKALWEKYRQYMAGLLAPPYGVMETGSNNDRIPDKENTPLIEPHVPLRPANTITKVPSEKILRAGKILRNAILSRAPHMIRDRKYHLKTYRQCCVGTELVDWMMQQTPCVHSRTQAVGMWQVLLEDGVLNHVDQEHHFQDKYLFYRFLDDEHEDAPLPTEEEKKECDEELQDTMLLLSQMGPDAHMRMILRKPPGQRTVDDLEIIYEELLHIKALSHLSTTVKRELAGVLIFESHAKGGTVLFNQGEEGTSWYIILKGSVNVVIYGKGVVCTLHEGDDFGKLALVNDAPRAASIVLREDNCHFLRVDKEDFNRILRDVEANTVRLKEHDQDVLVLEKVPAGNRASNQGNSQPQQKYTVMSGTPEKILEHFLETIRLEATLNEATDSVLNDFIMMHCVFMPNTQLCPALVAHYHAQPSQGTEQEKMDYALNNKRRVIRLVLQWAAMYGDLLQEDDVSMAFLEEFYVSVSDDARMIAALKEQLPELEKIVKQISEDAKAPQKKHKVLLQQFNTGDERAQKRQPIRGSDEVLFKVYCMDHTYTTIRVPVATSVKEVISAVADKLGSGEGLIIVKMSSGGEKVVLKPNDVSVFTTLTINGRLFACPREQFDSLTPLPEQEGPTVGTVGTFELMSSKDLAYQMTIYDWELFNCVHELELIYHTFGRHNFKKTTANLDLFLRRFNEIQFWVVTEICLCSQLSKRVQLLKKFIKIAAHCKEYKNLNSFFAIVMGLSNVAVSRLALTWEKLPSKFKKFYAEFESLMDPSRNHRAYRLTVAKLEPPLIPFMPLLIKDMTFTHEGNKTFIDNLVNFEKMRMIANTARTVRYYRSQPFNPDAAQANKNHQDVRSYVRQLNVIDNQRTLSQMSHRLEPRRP
Akt phos inh: Akt phosphorylation inhibition; Neuro2A IGF-stimulated pAkt S473 HTRF, 20 min; stronger effect = lower value; activity change, % for hits at 50 µM; hit rate 0.32% among 360,000; AID 651550; in the data active = activity change below about -80%; inconclusive = mostly about -51% to -80%; note: % is set by controls: 0 for no effect and ±100 for the full control effect
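Neuro2A cells (4,500/well, DMEM with 0.5% FBS) were treated with compound at a single 50 µM final concentration, stimulated with 6 nM IGF for 20 min at 37 °C, and lysed. Phospho-Akt Ser473 was read by HTRF as 665/615 ratio ×10^4.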
Nrf2 ARE act: activators of Nrf2 (ARE) signaling; AREc32 ARE-luciferase reporter (MCF7-derived line), luminescence, 24 h; Potency, µM (top dose mostly 46.1 µM), inactives show top-dose activation, actives largely listed as activators; hit rate 0.31% among 410,000; note: potency is the fitted concentration of half-maximal effect; % of control where 0% means no effect; nearly all actives have a fitted effect of over 65% in size
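Nrf2 activation is followed as ARE-luciferase induction in the AREc32 line after one day of compound treatment; luminescence is read with Steady-Glo.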
A549 viability: A549 cytotoxicity, counter-screen for Nrf2 inhibitors | A549 ARE-Fluc cells, CellTiter-Fluor viability, 18-24 h | Potency, µM (doses to about 46 µM), inactives show at the top dose activity change, negative = cytotoxicity, actives largely listed as inhibitors | hit rate 0.16% among 390,000 | AID 504648; note: potency is the fitted concentration of half-maximal effect; % is set by controls: 0 for no effect and ±100 for the full control effect
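A549 ARE-Fluc cells in 5% FBS OPTI-MEM, 5000 cells/well, rested 2 h then exposed to compounds in concentration-response for 18-24 h at 37 °C. Viability by CellTiter-Fluor fluorescence (Ex 405/Em 525) after 30 min; luciferase luminescence (BugLite, 15 min, RT) read afterwards.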
Nrf2 inh: Nrf2 pathway inhibition | A549 ARE-Fluc reporter, luciferase luminescence, 18-24 h | Potency, µM (highest dose often 46 µM), inactives show at the top dose activity change, negative = inhibition, most hits filed as inhibitors | hit rate 2.1% among 360,000; note: potency is the fitted concentration of half-maximal effect; % is set by controls: 0 for no effect and ±100 for the full control effect; nearly all actives have a fitted effect of over 60% in size
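Reporter: ARE-Fluc in A549. Exposure: 18-24 h, 37 °C, 5% CO2, 5% FBS OPTI-MEM. Readouts: fluorescent cytotoxicity (CellTiter-Fluor), then luminescent Nrf2 signal after BugLite.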
EPAC2 agonist: agonists of human EPAC2 (RAPGEF4); hit rate 0.079% among 360,000; Potency, µM (titrated, usually from 154 µM), without a hit: at the top dose activation, most hits filed as activators; EPAC2 activation, biochemical qHTS; response scale: 100% = 6.5 mM cAMP response; AID 720711; Q8WZA2; note: potency is the fitted concentration of half-maximal effect; nearly all actives have a fitted effect of over 50% in size
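EPAC2 (100 nM) mixed with Rap1B loaded with BODIPY-GDP (250 nM) plus 50 uM unlabeled GDP; compounds pinned in, 5 min RT, then read every 5 min for 30 min (ex 480, em 540 nm). Normalized to cAMP control.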
* hit, by the source's call; i = inactive; ? = inconclusive; . = no result given; [ ] = another dose, or the depositor's remark. Unless noted, calls come from the whole dose curve; as a rule, active = well fitted curve in the direction sought with a large enough effect; inconclusive = small, poorly fitted or top-dose-only effect, or another doubt; inactive = no such curve, though single readings can be large; an effect the other way counts as inactive or inconclusive.

SMILES	TGFb inhibitor	CCT chaperon mod	Mm-Cpn inhibitor	EPAC2 antagonist	Akt phos inh	Nrf2 ARE act	A549 viability	Nrf2 inh	EPAC2 agonist
CC(=O)c1ccc(NC(=S)Nc2cccc(S(=O)(=O)Nc3c(C)n(C)n(-c4ccccc4)c3=O)c2)cc1	4%	2.9	-4%	-2%	i	-0.1%	-13%	4%	-8%
COc1ccc(NC(=O)c2cc(-c3ccccc3)nc3c2cnn3C(C)C)cc1	-3%	3.0	0%	6%	i	2.5%	-10%	-4%	0%
CCOc1ccc(S(=O)(=O)NCc2ccccn2)cc1	24%	-0.2	0%	-1%	i	0.2%	-3%	1%	6%
CC(Oc1ccccc1Cl)C(=O)Nc1ccc(S(=O)(=O)N2CCOCC2)cc1 (stereo not drawn)	0%	-0.6	.	-2%	i	-0.9%	-6%	?	-2%
Cc1ccc(-n2c(=S)sc3c(=O)n(-c4ccccc4C)c(SCC(=O)O)nc32)cc1C	24%	0.7	0%	?	i	-0.8%	0%	-20%	-4%
COc1ccc(CN2C(=O)CSC2c2ccncc2)cc1 (stereo not drawn)	0%	0.5	-5%	1%	i	0.1%	-3%	-24%	-3%
CC(=O)Nc1ccc(S(=O)(=O)Nc2nc3ccccc3nc2Nc2ccc(O)cc2)cc1	?	-0.6	-1%	-15%	i	0.1%	?	?	-3%
Cc1ccc(NC(=O)CC2CCCC2)c(Br)c1	-3%	-1.6	-2%	-1%	i	4.9%	16%	?	-1%
CCNC(=O)COc1ccc(Br)cc1Cl	10%	-4.0	-3%	1%	i	0.4%	-1%	16%	5%
COc1ccc(NC(=S)Nc2cccc3cnccc23)cc1	0%	-3.5	-1%	10%	i	7.3%	-3%	-5%	-7%
O=C(COc1ccccc1Br)NCCC1=CCCCC1	?	2.0	-2%	?	i	4.5%	9%	8%	9%
Cc1ccc(NS(=O)(=O)c2ccc(Cl)s2)cc1S(=O)(=O)N(C)C	-2%	-1.9	2%	?	i	0.0%	8%	3%	0%
CC/C(C)=C1\SC(N2CCOCC2)=NC1=O	-18%	-0.1	0%	1%	i	1.6%	-3%	.	-3%
COc1ccccc1Nc1nc(N)nc(CN(C)C2CCCCC2)n1	3%	-0.7	-1%	3%	i	0.1%	-4%	?	0%
O=C(COc1ccc([N+](=O)[O-])cc1Cl)NCCN1C(=O)CSC1=O	-16%	2.3	-5%	6%	i	1.7%	6%	-3%	5%

Ordered by SMILES length (smallest number first): some entries from above
SMILES	TGFb inhibitor	CCT chaperon mod	Mm-Cpn inhibitor	EPAC2 antagonist	Akt phos inh	Nrf2 ARE act	A549 viability	Nrf2 inh	EPAC2 agonist
CC/C(C)=C1\SC(N2CCOCC2)=NC1=O	-18%	-0.1	0%	1%	i	1.6%	-3%	.	-3%
COc1ccc(NC(=S)Nc2cccc3cnccc23)cc1	0%	-3.5	-1%	10%	i	7.3%	-3%	-5%	-7%
O=C(COc1ccc([N+](=O)[O-])cc1Cl)NCCN1C(=O)CSC1=O	-16%	2.3	-5%	6%	i	1.7%	6%	-3%	5%

More entries follow:
SMILES	TGFb inhibitor	CCT chaperon mod	Mm-Cpn inhibitor	EPAC2 antagonist	Akt phos inh	Nrf2 ARE act	A549 viability	Nrf2 inh	EPAC2 agonist
CCn1cc(C(=O)NCCC(C)C)c(=O)c2cc(F)c(N3CCN(C(=O)c4ccco4)CC3)cc21	6%	0.0	0%	1%	i	0.1%	-24%	-13%	1%
C/C(=N\NC(=O)Cc1c(C)[nH][nH]c1=O)c1ccc(Cl)c(Cl)c1	19%	-2.2	2%	-5%	i	1.6%	-5%	2%	4%
CCN1CCN(C(=O)CN2C(=O)c3cccc4cccc2c34)CC1	0%	-0.3	-2%	8%	i	0.2%	4%	.	-1%
COc1ccc(N2CCN(C(=O)CNC(=O)Cn3cnc4sc(C)c(C)c4c3=O)CC2)cc1	13%	-0.8	3%	7%	i	-0.8%	5%	-13%	9%
CCOC(=O)c1ccc(NC(=O)CN(c2ccc(C)cc2)S(=O)(=O)c2c(C)n[nH]c2C)cc1	-30%	-0.6	1%	-6%	i	4.4%	2%	-12%	-12%
COCCN1C(=O)C(=O)/C(=C(/O)c2ccc(S(=O)(=O)N3CCOCC3)cc2)C1c1cccc(O)c1 (stereo not drawn)	12%	1.3	-1%	-5%	i	0.3%	-1%	10%	-8%
CCNC(=O)N(CC)C[C@H]1N[C@@](CC)(C(=O)OC)[C@H]2C(=O)N(Cc3ccccc3)C(=O)[C@@H]12	1%	-1.8	-1%	6%	i	-0.7%	8%	0%	9%
O=C(NC(=S)Nc1nc(-c2ccc(Br)cc2)cs1)c1cccnc1	22%	-0.3	-1%	2%	i	2.6%	0%[1.84 µM]	-11%	-2%
COc1ccc(CSc2nnc(SCc3ccc([N+](=O)[O-])cc3)s2)cc1	-19%	1.5	1%	-19%	i	2.3%	-13%	?	-4%
Cc1ccc(S(=O)(=O)N2CCN(S(=O)(=O)N3CCCCC3)CC2)cc1	12%	1.0	-1%	-2%	i	0.1%	-5%	13%	-2%
CCCCN(C(=O)NC(=O)Nc1ccccc1OC)S(C)(=O)=O	3%	-1.9	2%	-2%	i	-0.3%	-6%	-3%	6%
Cc1ccccc1NC(=O)c1ccc(COc2ccc3c(C)cc(=O)oc3c2)cc1	-5%	-3.0	-1%	0%	i	-0.3%	-12%	?	-4%
CC(=O)N1CCc2cc(S(=O)(=O)CCC(=O)N3CCC(C)CC3)ccc21	-4%	-1.0	1%	3%	i	-0.5%	3%	-15%	5%
CCOc1ccc(CCNC(=O)c2nnc(Cc3cc(OC)c(OC)c(OC)c3)o2)cc1OCC	-30%	.	.	.	.	5.1%	4%	6%	.
COc1cc(N2C(=O)CSC23C(=O)N(Cc2ccc(C)cc2)c2ccccc23)cc(OC)c1OC (stereo not drawn)	0%	.	.	.	.	0.3%	4%	-19%	.
CCOC(=O)c1c(CNCCN(CC)CC)n(C)c2cc(Br)c(OC)cc12	91%[activator]	-0.5	2%	-3%	i	3.9%	-6%	.	1%
CCc1ccccc1NC(=O)CN(C1CCCCC1)S(C)(=O)=O	7%	0.2	-3%	9%	i	3.6%	-7%	-4%	0%
CC1=C(C(=O)Nc2ccc(CC(=O)NCc3ccc(OC(C)C)cc3)cc2)SCCO1	?	0.5	1%	5%	i	-0.3%	-7%	?	10%
Cc1nn(-c2cc(N(S(C)(=O)=O)S(C)(=O)=O)c(Cl)cc2Cl)c(=O)n1C	-5%	-1.0	0%	14%	i	-0.6%	-4%	-3%	5%
COc1cc(-c2cc(NC=O)c3ncc(-c4ccc(F)cc4)n3c2)cc(OC)c1OC	26%	-3.5	.	-8%	i	8.1%[9.22 µM]	.	.	9%
O=C(Cc1c(F)cccc1Cl)Nc1cc(S(=O)(=O)N2CCOCC2)ccc1N1CCOCC1	1%	-5.9	-1%	8%	i	-0.3%	0%	-8%	1%
O=C(NCc1ccccc1Cl)C1CCCN(c2ncnc3c2nc2n3CCCCC2)C1 (stereo not drawn)	-22%	-0.8	0%	-2%	i	2.0%	-3%	?	6%
Cc1cc(C)n(/C(=C\N(C)C)C(=O)c2ccc(Cl)cc2)n1	5%	-0.9	1%	10%	i	-0.5%	-7%	0%	-2%
O=C1CC(c2ccccc2)c2ccc(O)cc2O1 (stereo not drawn)	-1%	0.5	1%	5%	i	-0.7%	-13%	3%	9%
COc1ccc(-c2cc(C(=O)NCCN3CCOCC3)no2)cc1OC	3%	0.4	3%	1%	i	-0.7%	1%	-14%	7%
O=C(CCC(=O)N(CC(=O)NC1CCCCC1)Cc1ccco1)Nc1nccs1	-5%	-3.5	1%	-1%	i	0.3%	0%	5%	-1%
CCOC(=O)c1cnc2c(-c3ccccc3)c(-c3ccccc3)nn2c1C	9%	0.2	1%	1%	i	0.6%	-1%	-10%	8%
COc1ccc(NC(=O)CSc2nc3nc(C)cc(C)c3c(=O)[nH]2)cc1	-13%	-4.8	2%	2%	i	4.6%	-1%	7%	2%
Fc1ccccc1NC(=S)N1CCN(Cc2ccccc2)CC1	2%	0.2	-4%	4%	i	0.2%[9.22 µM]	9%	-27%	-2%
Cc1noc(NS(=O)(=O)c2ccc(NC(=O)CSc3nc4c(cc3C#N)CCC4)cc2)c1C	-1%	1.3	-2%	-12%	i	-0.6%	-1%	10%	0%
O=C(CO/N=C/c1ccc(OC(F)F)cc1)NC1CCCCC1	?	-6.5	1%	7%	i	-0.4%	-1%	-3%	4%
Cc1ccc(CS(=O)(=O)c2ccc(C(=O)N3CCCCC3)cc2[N+](=O)[O-])cc1	-9%	2.6	-2%	5%	i	19%	2%	-11%	-1%
COc1ccc(CN2C(=O)C(CC(C)C)Nc3ncnc(N4CCCCC4)c32)cc1 (stereo not drawn)	-26%	-0.5	1%	-22%	i	0.6%	-3%	7%	24%
CCc1nc(SCC(=O)N2CC(=O)Nc3ccccc32)c2c(C)c(C)sc2n1	-2%	-1.8	2%	-1%	i	0.5%	-13%	?	10%
O=C(c1ccc2c(=O)n(Cc3ccc4c(c3)OCO4)c(=S)[nH]c2c1)N1CCCCC1	-18%	1.6	2%	-1%	i	0.0%	-9%[1.84 µM]	10%	-2%
O=C(N/C=C\c1ccccc1)NCc1ccc(Cl)cc1	?	-2.3	1%	-1%	i	3.5%	0%	.	5%
CC(C)c1ccc(NC(=O)CN2C(=O)COc3ccc(S(=O)(=O)N4CCCCCC4)cc32)cc1	?	.	.	.	.	3.8%	-1%	14%	.
COCCn1c(SCC(=O)Nc2cc(C)cc(C)c2)nnc1C(C)C	14%	-1.5	1%	-10%	i	-0.9%	5%	-8%	7%
CCOc1ccc(C(=O)NCC(=O)N2CCN(Cc3ccccc3)CC2)cc1	-17%	-1.5	4%	-2%	i	0.1%	-2%	-10%	-1%

An excerpt (hit frequency here may not be typical).
